From PubChem BioAssay
BioA inh – M. tuberculosis BioA enzyme inhibitors, primary screen, biochemical, plate reader, single point, HTS | inhibition, % at 9.99 µM | purified M. tuberculosis BioA enzyme | 7,8-diaminopelargonic acid synthase BioA (Mycobacterium tuberculosis) | 360,000 tested, 0.096% active; in the data active = inhibition above about 40%; inconclusive = no clear call, values can overlap the other calls
FadD28 binding – inhibitors of FadD28 bisubstrate probe binding, primary screen, biochemical, fluorescence polarization, single point; Mycobacterium tuberculosis FadD28 fatty-acid-AMP ligase; AID 588549, 2011; inhibition, % at 12.5 µM; 360,000 tested, 0.22% active; in the data active = inhibition above about 8.5%, passing the limit was not always enough; inconclusive = no clear call, values can overlap the other calls
TcdB GH inh – TcdB glycohydrolase inhibitors, primary screen, biochemical, single point, plate reader. Toxin B (Clostridioides difficile), P18177. TcdB glycohydrolase enzymatic assay. inhibition, % at 9.99 µM. 350,000 tested, 0.24% active. AID 652162, 2013; in the data active = inhibition above about 10%
GDH-TPI counter – GDH-TPI coupling enzyme inhibitors, primary screen, artefact control for M. tuberculosis FBA inhibitor project, biochemical, absorbance, full deck; GDH-TPI coupled enzyme counterscreen, NADH absorbance; AID 588335, 2011; 360,000 tested, 1.2% active; inhibition, % at 4.8 µM; in the data active = inhibition above about 30%;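 also: 0% = DMSO wells and 100% = wells lacking the enzyme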
Mtb UGM inh – M. tuberculosis UGM enzyme inhibitors, primary screen, biochemical, fluorescence polarization, single point; purified UGM, fluorescence polarization probe displacement; inhibition, % at 10 µM; 320,000 tested, 0.06% active; AID 504406, 2011; in the data active = inhibition above about 10%, passing the limit was not always enough; inconclusive = no clear call, values can overlap the other calls
BH1578 lux ind – inducers of Vibrio cholerae quorum light production without autoinducers, primary screen, BH1578 luxS cqsA deficient, single point; 350,000 tested, 0.16% active; AID 588436, 2011; V. cholerae BH1578 lux reporter, luminescence, 6 h; activation, % at 18.7 µM; in the data active = activation mostly above about 9.7%, no sharp cut-off; inconclusive = no clear call, values can overlap the other calls; inactive = mostly below about 3.7%; also: not every result past the cut was called active; inactives centre near 0; reference of the scale not given here
Yp Topo-I inh – Yersinia pestis topoisomerase I inhibitors, primary screen, biochemical, cleavage product accumulation, plate reader, single point. 360,000 tested, 0.064% active. AID 504884, 2011. Y. pestis Topo-I cleavage product accumulation. DNA topoisomerase I (Yersinia pestis CO92). activity, % at 10 µM; in the data active = activity above about 50%, passing the limit was not always enough; inconclusive = no clear call, values can overlap the other calls; also: inactives centre near 2
PfHsp40 rescue – rescue of yeast from PfHsp40 toxicity, primary screen, S. cerevisiae, ATP luminescence; S. cerevisiae expressing PfHsp40, growth rescue; growth rescue, % at 12.5 µM; 340,000 tested, 0.68% active; AID 504582, 2011; in the data active = growth rescue above about 28%, passing the limit was not always enough; inconclusive = no clear call, values can overlap the other calls;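 also: yeast W303a lacking pdr1 and pdr3 grown in galactose medium; growth measured after three days at 30 °C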
Mtb FBA inh – Mtb FBA enzyme inhibitors, primary screen, biochemical, fluorescence, strain H37Rv. Fructose-bisphosphate aldolase (Mycobacterium tuberculosis (strain ATCC 25618 / H37Rv)), …. purified M. tuberculosis FBA, fluorescence read-out. inhibition, % at 1 µM. 360,000 tested, 2.3% active. AID 588726, 2011; in the data active = inhibition above about 27%;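 also: 0% = vehicle and 100% = reference inhibitor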
Numbers without * were called inactive; i = inactive; ? = inconclusive; · = no result given; & = joins results of further samples.

compound | PfHsp40 rescue | FadD28 binding | TcdB GH inh | Yp Topo-I inh | Mtb FBA inh | BioA inh | GDH-TPI counter | Mtb UGM inh | BH1578 lux ind
O=C(Nc1ccc2c(c1)CCC2)c1ccccc1Br | 0.2 | -3.3 | 9.3 | -15 | 1 | · | -1 | -0.9 | -0.2
C=CCSc1nc2c(c(=O)[nH]c(=O)n2C)n1C(C)C | -0.1 | -0.6 | · | 6 | -1 | 1.1 | 9 | 1.6 | 0.5
COc1cc2c(cc1OC)/C(=C/C(=O)c1ccc(OC)c([N+](=O)[O-])c1)NCC2 | 0.6 | -1.4 | 0.5 | 5 | 3 | 0.2 | 9 | 0.0 | i
CCC12CN(S(=O)(=O)c3ccc(C)cc3)CC(CC)(CN(S(=O)(=O)c3ccc(C)cc3)C1)C2=O | 0.1 | 0.3 | · | 7 | 0 | · | 9 | -0.8 | -1.2
O=C(NCc1ccco1)C1CCCCC1 | 0.2 | 1.1 | 0.7 | -5 | -1 | -1.0 | 2 | -1.4 | 0.4
CC(=O)NS(=O)(=O)c1ccc(NC(=O)c2cccc3ccccc23)cc1 | -0.4 | -1.4 | 0.1 | 11 | 2 | 0.1 | -3 | -1.6 | -0.5
Cc1ccc(C(=O)CSc2nnc(-c3ccco3)n2C)cc1 | 0.7 | 0.2 | -0.2 | 3 | 3 | 0.6 | -1 | -0.3 | -0.1
COc1ccc(C(=O)OCC(=O)c2ccc(Br)s2)c(OC)c1 | 0.1 | -4.2 | 1.9 | 19 | -2 | · | -8 | -1.6 | 1.6
NNC(=O)c1cccnc1Oc1ccccc1 | -0.1 | -1.5 | 0.4 | -4 | 0 | -0.6 | 1 | 3.2 | -5.3
CC(=O)c1c(C)[nH]c(C(=O)CN2CCN(S(=O)(=O)c3ccccc3F)CC2)c1C | -1.2 | -0.7 | 0.6 | -1 | 3 | 4.7 | 16 | -0.6 | -0.3
O=C(COC(=O)c1n[nH]c2ccccc12)NC(=O)NC1CCCCC1 | 0.6 | 1.3 | 0.9 | 17 | 6 | 0.0 | 3 | 0.8 | 0.3
CC(=O)c1ccc2c3c(cccc13)CC2 | -1.0 | -1.5 | · | 1 | 22 | -0.9 | 13 | -1.2 | -0.4
CCOc1ccc(N2C(=O)c3cccnc3C2=O)cc1 | 0.4 | -3.9 | · | -3 | 1 | 0.1 | -1 | -0.9 | -0.2
Cc1ccc2c(c1)c(CC(=O)Nc1ccc(F)cc1)c(C(=O)O)n2C | -0.2 | 7.0 | -1.5 | -9 | 6 | -1.0 | 3 | -0.5 | i
C[C@@H]1CN([C@@H](C)CO)C(=O)CCCn2nncc2CO[C@H]1CN(C)C(=O)Nc1cccc2ccccc12 | · | 0.4 | -0.8&1.4&-0.7 | -6 | 29* | 0.5&-1.8&1.1 | 0 | · | 0.7
COc1ccc2[nH]cc(S(=O)(=O)c3ccc(F)cc3)c(=O)c2c1 | -0.9 | -3.7 | 0.0 | -1 | 2 | 0.5 | -3 | 1.4 | -0.3
CC1=C(C(=O)OC(C)C)C(c2ccc(Br)s2)NC(=O)N1 (stereo not drawn) | -0.7 | 0.3 | · | -5 | 1 | · | 12 | -1.0 | -0.9
COc1ccc(S(=O)(=O)NCC2CCCN(C(=O)CCSC)C2)cc1 (stereo not drawn) | -0.3 | -2.1 | -0.6 | -7 | 0 | 1.0 | -9 | -1.9 | 0.3
N#CCCN(C(=O)COC(=O)c1cc2ccccc2oc1=O)c1ccccc1 | -1.3 | 0.1 | 0.6 | 0 | 13 | -3.2 | 10 | · | i
CC1=NN(c2cccc(C(=O)O)c2)C(=O)/C1=C\C=C\c1ccco1 | 9.7 | 11* | · | -11 | -12 | -1.0 | 3 | -0.4 | 0.8
CCCC[C@@H]1CNC(=S)N1CCC12CC3CC(CC(C3)C1)C2 | 9.5 | -4.3 | -0.5 | 4 | -3 | -0.8 | 2 | 2.0 | -1.0
CCC(=O)Nc1c(-c2ccccc2Cl)c(=O)c2ccccc2n1CC | -1.5 | · | -1.0 | 4 | 2 | 0.5 | 12 | -0.1 | -0.6
C/C(=N\N=C1\NC(=O)C(CC(=O)O)S1)c1ccccn1 (stereo not drawn) | · | -2.5 | -93 | -2 | 0 | 3.7 | 23 | -0.9 | i
COc1ccccc1CNC(=O)COC(=O)c1cnccn1 | -0.9 | 0.0 | 1.1 | -3 | 0 | -1.7 | -4 | 1.9 | ·
O=C1CCCc2c1[nH]c1c(Br)cccc21 | 1.4 | -2.3 | · | 4 | 0 | -0.7 | 8 | 0.5 | -0.4

2 records picked at random from those above:
compound | PfHsp40 rescue | FadD28 binding | TcdB GH inh | Yp Topo-I inh | Mtb FBA inh | BioA inh | GDH-TPI counter | Mtb UGM inh | BH1578 lux ind
CC(=O)c1ccc2c3c(cccc13)CC2 | -1.0 | -1.5 | · | 1 | 22 | -0.9 | 13 | -1.2 | -0.4
NNC(=O)c1cccnc1Oc1ccccc1 | -0.1 | -1.5 | 0.4 | -4 | 0 | -0.6 | 1 | 3.2 | -5.3

Some entries already given, reduced to PfHsp40 rescue, Mtb FBA inh and BioA inh.
| SMILES | PfHsp40 rescue | Mtb FBA inh | BioA inh |
| --- | --- | --- | --- |
| CC1=C(C(=O)OC(C)C)C(c2ccc(Br)s2)NC(=O)N1 (stereo not drawn) | -0.7 | 1 | · |
| N#CCCN(C(=O)COC(=O)c1cc2ccccc2oc1=O)c1ccccc1 | -1.3 | 13 | -3.2 |
| Cc1ccc2c(c1)c(CC(=O)Nc1ccc(F)cc1)c(C(=O)O)n2C | -0.2 | 6 | -1.0 |
| CC1=NN(c2cccc(C(=O)O)c2)C(=O)/C1=C\C=C\c1ccco1 | 9.7 | -12 | -1.0 |
| COc1ccc2[nH]cc(S(=O)(=O)c3ccc(F)cc3)c(=O)c2c1 | -0.9 | 2 | 0.5 |
| O=C(Nc1ccc2c(c1)CCC2)c1ccccc1Br | 0.2 | 1 | · |

Following part.
compound | PfHsp40 rescue | FadD28 binding | TcdB GH inh | Yp Topo-I inh | Mtb FBA inh | BioA inh | GDH-TPI counter | Mtb UGM inh | BH1578 lux ind
O=C(Cn1c(=O)sc2ccccc21)NCCOc1ccccc1F | -1.3 | 1.1 | · | 10 | 2 | -2.3 | 5 | 0.0 | 0.4
O=C(COC(=O)CNC(=O)c1ccccc1F)Nc1ccc2c(c1)OCCO2 | -1.2 | -3.1 | 0.7 | -6 | 4 | · | 0 | -0.5 | -0.6
O=C(CSc1nnc(-c2ccncc2)o1)c1cccc([N+](=O)[O-])c1 | -0.6 | 1.6 | 0.8 | 0 | 3 | -3.5 | 2 | -0.3 | 0.5
CC1CCCCN1C(=O)Cn1cnc2cc([N+](=O)[O-])ccc2c1=O (stereo not drawn) | 0.3 | -0.5 | 1.2 | 2 | 0 | -1.5 | -1 | -2.4 | -0.3
C=CCn1c(-c2cccc(OC)c2OC)n[nH]c1=S | -0.2 | -5.4 | 1.4 | 5 | -1 | -2.3 | -5 | -2.0 | i
O=C(O)c1c2c(nc3ccc(S(=O)(=O)N4CCC(C(=O)N5CCCCC5)CC4)cc13)CCCC2 | -0.3 | -2.9 | -1.8 | -10 | -1 | 2.1 | -14 | -1.4 | ·
O=C1NC[C@H](Cc2ccc(O)cc2)N(C[C@H]2CCCN2C[C@H](Cc2ccccc2)N2C[C@H](Cc3ccccc3)N(CCc3ccccc3)C(=O)C2=O)C1=O | · | -4.0 | 0.3 | · | -1 | -3.3 | · | · | ·
CC1CCCCN1CC(=O)c1c[nH]c2ccccc12 (stereo not drawn) | 0.2 | -0.5 | 2.5 | -6 | 4 | -1.2 | -4 | -4.0 | i
Cc1cc(C(=O)Nc2sc(C)c(C)c2C#N)no1 | 0.1 | 1.2 | · | 2 | 3 | · | 23 | -0.4 | -0.3
C=C(C)CSc1nc2sc3c(c2c(=O)n1C1CCCCC1)CCN(C)C3 | 0.6 | -5.7 | 0.3 | 3 | 14 | -1.6 | 16 | -5.8 | i
O=C(/C=C/c1ccc(Cl)cc1Cl)NC(=S)Nc1ccc(CN2CCOCC2)cc1 | -0.9 | 0.9 | 0.1 | 4 | 1 | -0.6 | 7 | 1.6 | -0.2
CC1(C)Cc2cccc(OCC(=O)N3CCN(S(=O)(=O)c4ccccc4)CC3)c2O1 | 0.4 | -1.8 | · | 2 | -2 | -0.8 | 7 | 1.8 | -0.4
Cc1ccc(S(=O)(=O)N2CCN(C(=O)N3CCOCC3)CC2)cc1C | -0.2 | -0.5 | -0.7 | 1 | 0 | -1.7 | 11 | -0.6 | -1.1
COCc1cc(=O)n2[nH]c(C)c(-c3ccc(Cl)cc3)c2n1 | · | -2.3 | -4.8 | 4 | 135* | 1.3 | 8 | · | i
Cc1cccc(NC(=S)NC2CC3CCCC(C2)N3CC(C)C)c1C (stereo not drawn) | -0.6 | -4.0 | · | 5 | 4 | · | -6 | -1.1 | 0.0
COc1cc(C2C(C#N)=C(N)OC3=C2C(=O)CCC3)ccc1OC(=O)N1CCOCC1 (stereo not drawn) | -0.2 | -0.6 | -0.1 | -6 | -2 | 0.0 | -2 | 3.2 | i
Cc1ccc(C(=O)N2CCN(S(=O)(=O)N3CCCCCC3)CC2)cc1 | ? | 0.9 | 0.2 | -1 | 2 | · | 3 | 0.0 | -0.1
COc1ccccc1CCNC(=O)/C(=C/c1cccnc1)NC(=O)c1ccccc1 | -1.1 | -3.1 | 2.2 | 6 | -2 | · | 12 | -5.0 | i
CC(=O)c1ccc(OCc2cc(=O)n3ccsc3n2)cc1 | 0.7 | -5.3 | · | 0 | -2 | · | -1 | · | -0.3
Cc1cccnc1NC(=O)CCCNC(=O)c1ccc(Cl)cc1 | 0.2 | -2.6 | 1.5 | 6 | -2 | 1.2 | 3 | -0.7 | i
CC(=O)c1cccc(NC(=O)NC(C)c2ccncc2)c1 (stereo not drawn) | -0.5 | -1.5 | · | 1 | -2 | 2.8 | 15 | 0.4 | 2.9
Cc1cccc2sc(NC(=O)CN3C(=O)NC4(CCCC4)C3=O)nc12 | -0.5 | 3.1 | 2.0 | -2 | 1 | -0.9 | 4 | -4.7 | i
Cc1nonc1C(=O)N/N=C/c1ccc([N+](=O)[O-])o1 | 1.9 | ? | -0.6 | -13 | -6 | 1.0 | 8 | -1.9 | i
C/C(CCC(C)C)=N\NC(=S)Nc1cc(S(=O)(=O)N2CCOCC2)ccc1N1CCOCC1 | 1.1 | -1.8 | -1.3 | 8 | 0 | · | 9 | 0.2 | -1.6
Cn1cc(CC(=O)NCCN2CCOCC2)c2ccccc21 | -0.7 | -1.6 | 1.0 | -4 | 2 | · | 8 | 0.3 | -1.0
Cc1ccc(S(=O)(=O)Nc2cccc(C(=O)N3CCOCC3)c2)cc1 | -1.0 | · | 1.0 | -10 | -1 | -0.6 | -3 | 0.1 | -0.4
Cc1ccccc1C1CC(c2ccccc2)Nc2ncnn21 (stereo not drawn) | -1.0 | 0.3 | -0.2 | 14 | 5 | 21 | -1 | 2.5 | -1.4
COc1ccccc1C(CC(N)=O)c1ccco1 (stereo not drawn) | -1.2 | -0.5 | · | -3 | 3 | -0.3 | 0 | -1.4 | i
Cc1ccc(S(=O)(=O)N2CCc3ccccc3C2CN2C(=O)c3ccccc3C2=O)cc1 (stereo not drawn) | -0.8 | -6.8 | · | 16 | 1 | -1.1 | 2 | -0.7 | -1.3
COc1ccccc1CN(C)C[C@@H]1OCc2cnnn2CCCC(=O)N([C@@H](C)CO)C[C@H]1C | · | -2.5 | -0.3&-1.0 | 1 | 1 | -0.1&-1.2 | -18 | · | i
Cc1cc2c(cc1C)CSC(c1ccc3ccccc3c1O)SC2 | 1.9 | -0.2 | · | -1 | -1 | · | 11 | 2.7 | 3.3
